# TDP-43 yeast inh = inhibitors of TDP-43 toxicity in yeast; TDP-43 expressing yeast growth rescue, BacTiter-Glo, 24 h; Potency, µM (series often up to 46.1 µM), for the others: at the top dose growth rescue (activation), usual class: activators; 1.8% of 410,000 active; AID 652104; note: % of control where 0% means no effect; nearly all actives have a fitted effect of over 50% in size
#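 Luminescence from BacTiter-Glo reports growth of TDP-43-expressing yeast after 24 hr at 30 deg C with compound. Cells were raffinose-pregrown to mid-log, then seeded in galactose medium at OD600=0.02.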
# KB-3-1 cytotox = KB-3-1 parental cell cytotoxicity. 1.4% of 400,000 active. Potency, µM (titrated, usually from 46.1 µM), for inactives: top-dose activity change, negative = cytotoxic, actives largely listed as cytotoxic. KB-3-1 viability, CellTiter-Glo ATP luminescence, 72 h; note: % is set by controls: 0 for no effect and ±100 for the full control effect; nearly all actives have a fitted effect of over 60% in size
#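 Cytotoxicity in the drug-sensitive parental line KB-3-1 was scored as loss of CellTiter-Glo luminescence following 72 h incubation with compound. Values come from curve fitting of normalized concentration-response data.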
# HT1080 IDH1KD tx = HT-1080 IDH1 knockdown cell toxicity (counter line); HT-1080 IDH1 knockdown viability, ATP luminescence, 48 h; Potency, µM (highest dose often 46.1 µM), without a hit: at the highest dose activity, negative = toxicity, most hits filed as cytotoxic; 2% of 360,000 active; AID 686971;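 note: 0% = DMSO wells and -100% = cell-free medium wells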
#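 Assay cells: HT-1080 with IDH1 knockdown, 750 per well, RPMI/5% FBS. Exposure: 48 h at 37 °C following 2 h pre-incubation. Read: CellTiter-Glo luminescence; fitted concentration-response, curve class assigned.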
# KB-V1 MDR tox = KB-V1 MDR subline cytotoxicity; AID 1347076; KB-V1 MDR cells viability, CellTiter-Glo, 72 h; Potency, µM (titrated, usually from 46.1 µM), for the others: at the top dose activity change, negative = cytotoxicity, actives largely listed as cytotoxic; 3.4% of 400,000 active; note: % is set by controls: 0 for no effect and ±100 for the full control effect; nearly all actives have a fitted effect of over 60% in size
#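 KB-V1 MDR subline cells in DMEM (phenol-red free, 10% FBS) exposed to compounds in qHTS concentration series for 72 h at 37 degrees C. Viability read by CellTiter-Glo luminescence; concentration-effect curves fitted after normalization and correction.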
# HT1080NT lethal = kills 2HG-producing HT-1080-NT fibrosarcoma cells; HT-1080-NT fibrosarcoma viability, CellTiter-Glo ATP luminescence, 48 h; 1.6% of 360,000 active; AID 686970; Potency, µM (top dose mostly 46.1 µM), without a hit: at the top dose activity, negative = less viability, usual class: cytotoxic;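 note: NT is the 2HG producing partner of a matched IDH1 knockdown line; 0% = DMSO-treated cells and -100% = media-only wells without cells; nearly all actives have a fitted effect of over 55% in size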
#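 Viability of the 2HG-overproducing fibrosarcoma line after 48 hours of compound exposure at 37 degrees C was determined by luminescence with CellTiter-Glo, and concentration-effect curves were then fitted and categorized.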
# SW480 rerep = induces DNA re-replication in SW480 colon adenocarcinoma cells; 1.8% of 340,000 active; AID 624297; Potency, µM (highest dose often 46.1 µM), for inactives: top-dose re-replication activation, usual class: activators; SW480 DNA re-replication, Hoechst DNA content imaging, 48 h; note: % of control where 0% means no effect; nearly all actives have a fitted effect of over 55% in size
#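 Quantitative HTS format with DMSO vehicle controls; 48 hr drug incubation at 37 C, then 40 min Hoechst staining and scanning imager measurement at 405 nm excitation.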
# GLP1R inv ag = inverse agonists of human GLP-1 receptor; Potency, µM (highest dose often 38.3 µM), for inactives: at the top dose activity change, negative = inhibition, hits mostly inhibitors; P43220; 1.6% of 410,000 active; HEK293 GLP-1R CRE-luciferase, luminescence, 24 h; GLP-1R form is constitutively active; note: % is set by controls: 0 for no effect and ±100 for the full control effect; nearly all actives have a fitted effect of over 55% in size
# Target sequence (P43220 whole entry, looked up): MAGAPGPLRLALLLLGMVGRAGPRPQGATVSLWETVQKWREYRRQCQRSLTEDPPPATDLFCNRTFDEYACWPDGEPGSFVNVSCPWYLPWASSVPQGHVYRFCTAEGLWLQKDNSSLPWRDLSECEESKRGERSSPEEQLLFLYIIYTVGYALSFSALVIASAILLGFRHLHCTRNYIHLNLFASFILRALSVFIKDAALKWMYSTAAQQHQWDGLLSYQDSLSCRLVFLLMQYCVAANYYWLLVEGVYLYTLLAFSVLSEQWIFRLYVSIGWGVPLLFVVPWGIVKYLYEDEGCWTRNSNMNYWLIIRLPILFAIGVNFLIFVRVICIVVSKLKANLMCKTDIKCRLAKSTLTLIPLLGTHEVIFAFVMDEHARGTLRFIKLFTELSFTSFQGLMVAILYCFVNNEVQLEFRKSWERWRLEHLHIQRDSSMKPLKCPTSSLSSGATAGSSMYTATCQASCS
#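 Stable HEK293 clone (constitutively active GLP-1R + cAMP-response luciferase); 200 cells/uL plated, 12 h pre-culture, compound 24 hr, 37 deg C/5% CO2; detection reagent 12 min RT; luminescence.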
# GLP1R cytotox = cytotoxicity in counter-screen for GLP-1R inverse agonists; Potency, µM (series often up to 38.3 µM), for the others: at the highest dose activity change, negative = inhibition, usual class: inhibitors; HEK293 cAMP-luciferase reporter cells, luminescence, 24 h; AID 624418; 0.13% of 410,000 active;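 note: loss of luciferase light is scored as toxicity; % is set by controls: 0 for no effect and ±100 for the full control effect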
#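 Step one: seed cells (200 cells/uL, DMEM with 10% Nu serum, 1% pen-strep). Step two: 12-hour incubation at 37 deg C. Step three: pin 23 nL compound, incubate 24 hr. Step four: add luciferase reagent, read luminescence 12 min later.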
# GLP1R ag = agonists of human GLP-1 receptor. HEK293 GLP-1R CRE-luciferase, luminescence, 4-6 h; cells express a hypersensitive GLP-1R form. Potency, µM (top dose mostly 45.6 µM), for inactives: at the top dose activation, hits mostly activators. 0.007% of 380,000 active. AID 624172; note: % of control where 0% means no effect
# Starred values were filed as active, the others as inactive; ? = inconclusive; / = not tested or not shown; & = joins results of further samples; [ ] = another dose, or the depositor's remark. Calls come from the whole dose curve; as a rule, active = well fitted curve in the direction sought with a large enough effect; inconclusive = small, poorly fitted or top-dose-only effect, or another doubt; inactive = no such curve, though single readings can be large; an effect the other way counts as inactive or inconclusive. Potency is the fitted concentration of half-maximal effect. Compounds as they come; overall some 9.4% were active at least once.
1. CCCC(=O)N(Cc1cccnc1)c1nc2c(OC)ccc(Cl)c2s1
2. COc1cc(CN2CCC(Oc3cc(C(=O)NC4CC4)ccc3OC)CC2)cc(OC)c1
3. CCc1cccc(NC(=O)COC(=O)C2CCN(c3ccc(C(F)(F)F)cn3)CC2)c1
4. O=C(NC(=O)c1c(F)cccc1F)Nc1cccc(Oc2ncc(Cl)cn2)c1
5. CCOC(=O)c1ccccc1NC(=O)CSc1nnc(C(C)C)n1CC
6. CC[C@]1(C(=O)OC)[C@H]2C(=O)N(C)C(=O)[C@H]2[C@H]2CN(C)C(=NC3CCCCC3)N21
7. CCCCNS(=O)(=O)c1ccc2nc(SCC(=O)Nc3sccc3C#N)[nH]c2c1
8. COC(=O)c1ccc(C2NC(C(=O)O)CS2)cc1 (stereo not given)
9. Cn1c(SCC(=O)Nc2ccc(F)cc2)nc2c([nH]c3ccccc32)c1=O
10. CC(=O)c1ccc(-n2c(C)c(C(C)=O)c3cc(O)ccc32)cc1

screen / no.	1	2	3	4	5	6	7	8	9	10
TDP-43 yeast inh	-8%	-2%	0%	23%	5%	10%	3%	-11%	20%&-21%	-12%
KB-3-1 cytotox	-8%	0%	0%	?	-6%	-1%	?	1%	-13%&-3%	-6%
HT1080 IDH1KD tx	-2%	-14%	1%	3%	6%	7%	21µM*	3%	2%	-2%
KB-V1 MDR tox	25%	?	22%	?	0%	8%	0%	1%	-3%&-9%	15%
HT1080NT lethal	-3%	0%	7%	-7%	8%	13%	?	-4%	-2%	6%
SW480 rerep	5%	5%	-4%	12%	-1%	-10%[9.22 µM]	7%	0%	0%	-2%
GLP1R inv ag	-12%	-21%	3%	7%	-2%	9%	?	25%	10%&0%	?
GLP1R cytotox	1%	-15%	-3%	-23%	-5%	-1%	-32%	8%	-2%&-22%	-11%
GLP1R ag	-1%	-2%	-4%	1%	3%	-3%	-2%	3%	0%	-3%

11. CCn1cc(C(=O)O)c(=O)c2cnc(N3CCN(C(=S)Nc4ccccc4C(F)(F)F)CC3)nc21
12. CC(=O)NCc1ccc(S(=O)(=O)N/N=C/c2ccccc2)cc1
13. O=C(Nc1nc2ccccc2s1)c1ccc([N+](=O)[O-])o1
14. Cc1ccc(S(=O)(=O)NC(=O)NCc2ccccn2)cc1
15. COc1ccc(O)c(/C=N/NC(=O)c2ccc(CSc3nc(C)cc(C)n3)cc2)c1
16. N#Cc1ccc(Cl)cc1NC(=O)COC(=O)c1ccc(S(=O)(=O)N2CCCC2)cc1
17. O=C(c1ccc2c(=O)n3c(nc2c1)CCCCC3)N1CCN(c2ccc(F)cc2)CC1
18. O=C(NN=C1C2CC3CC1CC(Cl)(C3)C2)c1cccs1
19. CCCCN(C)Cc1cc(=O)oc2ccc3ccccc3c12
20. Cc1ccccc1NC(=O)c1cnn(-c2ccccc2)c1NC(=O)c1ccco1

screen / no.	11	12	13	14	15	16	17	18	19	20
TDP-43 yeast inh	-9%	-18%	6%	-21%	10%	5%	-10%	-1%	7%	-2%
KB-3-1 cytotox	0%	10%	?	5%	0%	-3%	5%	20%	?	-4%
HT1080 IDH1KD tx	15%	-2%	-14%	8%	?	-18%	4%	15%	0%	-9%
KB-V1 MDR tox	7%	-2%	?	20%	0%	?	?	1%	?	-23%
HT1080NT lethal	2%	-4%	?	9%	?	-12%	16%	27%	10%	16%
SW480 rerep	8%	-3%	16µM*	-10%	?	-8%	-4%	-6%	-17%	-4%
GLP1R inv ag	4%	1%	28%	5%	?	-1%	5µM*	22%	?	-21%
GLP1R cytotox	33%[activator]	0%	-11%	11%	9%	-10%	4%	19%	2%	7%
GLP1R ag	0%	0%	-1%	3%	13%	-13%	18%	2%	4%	-1%

# Results in sequence from the entries so far:
# Entries 11 to 20 in HT1080NT lethal, in turn: 2%, -4%, ?, 9%, ?, -12%, 16%, 27%, 10%, 16%
# Entries 11 to 20 in TDP-43 yeast inh, in turn: -9%, -18%, 6%, -21%, 10%, 5%, -10%, -1%, 7%, -2%
# Entries 11 to 20 in GLP1R inv ag, in turn: 4%, 1%, 28%, 5%, ?, -1%, 5µM*, 22%, ?, -21%

# Further entries
21. CC[C@]12c3[nH]c4cc(-c5ccco5)ccc4c3CCN1C(=O)[C@@H](CC(=O)NCCCn1ccnc1)C[C@@H]2C(=O)N1CCN(C(=O)c2ccco2)CC1
22. O=C(NNC(=O)c1ccc2ccccc2c1)Nc1ccc(F)cc1
23. Cc1nn(-c2ccccc2)c(C)c1/C=N/n1cnnc1
24. COC(=O)c1cc2sc(Cl)cc2n1Cc1nc(-c2ccc(OC)cc2)oc1C
25. CN(CC(=O)O)S(=O)(=O)c1ccc2c(c1)NC(=O)CC(=O)N2
26. CCc1ccc2c(c1)NC(c1ccc(F)cc1)=NC(c1ccncc1)=N2
27. Cc1ccc(Nc2nnc(SCC(=O)c3ccc(O)cc3O)s2)cc1
28. O=C(N=Nc1c(O)[nH]c2ccccc12)Nc1ccccc1
29. Fc1ccc(-c2ccc(CNCCSc3nnnn3-c3ccccc3)o2)cc1
30. O=[N+]([O-])c1ccc(-c2nn(-c3ccccc3)cc2/C=N/n2c(-c3ccncc3)n[nH]c2=S)cc1

screen / no.	21	22	23	24	25	26	27	28	29	30
TDP-43 yeast inh	5%	4%	15%	6%	?	-10%	-18%	-9%	0%[9.22 µM]	-2%
KB-3-1 cytotox	-1%	18%	-11%	0%	-1%	-6%	-6%	-5%	-12%	-2%
HT1080 IDH1KD tx	-2%	4%	6%	/	18%	/	-18%	27%	/	16%
KB-V1 MDR tox	-5%	2%	?	15%	9%	-10%	2%	7%	7%	-2%
HT1080NT lethal	0%	4%	-1%	/	14%	/	-25%	19%	/	20%
SW480 rerep	-11%	?	0%	/	-1%	/	5%	-5%	/	-4%
GLP1R inv ag	-18%	21%	2%	9%	15%	4%	?	-2%	?	11%
GLP1R cytotox	7%	-5%	-5%	-8%	10%	5%	-21%	-19%	-15%	3%
GLP1R ag	-2%	-2%	10%	/	3%	/	15%	0%	/	3%

# Records listed above that bear a hit mark in GLP1R inv ag.
cpd	Molecule	SW480 rerep	GLP1R inv ag	GLP1R ag
17	O=C(c1ccc2c(=O)n3c(nc2c1)CCCCC3)N1CCN(c2ccc(F)cc2)CC1	-4%	5µM*	18%

# Additional records:
31. C=CCn1c(CSCc2ccc(Cl)cc2Cl)nnc1SCC(=O)Nc1ccc(C(=O)O)cc1
32. Cc1ccc(CNC(=O)CSCc2cccc(F)c2)cc1
33. CC(Oc1ccccc1)C(=O)Nc1nc2c(s1)C(=O)CC(C)(C)C2 (stereo not given)
34. CCc1nnc(NC(=O)CCC(=O)N2CCN(c3cc(C)ccc3C)CC2)s1
35. COc1cccc(/C=N/NC(=O)c2c(-c3ccccc3)noc2C)c1
36. COc1cc(OC)cc(-c2nc3nc(C)c(CCC(=O)O)c(C)n3n2)c1
37. Cc1ccc(C)c(NCCC#N)c1
38. CC1(C)CC(=O)c2cnc(N3CCc4ccccc4C3)nc2C1
39. Cc1cc(F)ccc1NC(=O)Cn1c(=O)ccc2cc(S(=O)(=O)N3CCC(C)CC3)ccc21
40. C=CCn1c(CSc2ccc(C)cc2)n[nH]c1=S

screen / no.	31	32	33	34	35	36	37	38	39	40
TDP-43 yeast inh	-8%	20%[9.22 µM]	16%	4%	-14%	-3%	16%	-12%	-13%	?
KB-3-1 cytotox	0%	5%	12%	-14%	-3%	2%	-6%	0%	5%	0%
HT1080 IDH1KD tx	-3%	20%	2%	-9%	-8%	2%	5%	-8%	/	6%
KB-V1 MDR tox	1%	-1%	4%	-11%	3%	16%	-3%	2%	0%	19%
HT1080NT lethal	2%	8%	3%	-7%	0%	-3%	7%	9%	/	-2%
SW480 rerep	11%	-2%	-7%	0%	-3%	0%	0%	1%	/	-1%
GLP1R inv ag	-7%	-7%	?	?	6%	3%	11%	-5%	18%	?
GLP1R cytotox	-1%	-1%	0%	-18%	-4%	-1%	9%[1.53 µM]	-5%	-10%	?
GLP1R ag	-5%	12%	-14%	-5%	-2%	-7%	-3%	-5%	/	-4%

41. C=Cc1ccc(C2=CC(=O)C[C@H](c3ccc(OC)cc3)C2)cc1
42. COc1cc2c(c(OC)c1OC)C(=O)CO2
43. CCOC(=O)Cn1c2c(c(=N)c3ccccc31)CCC2
44. COc1cc(OC)nc(C(NC(=O)C2CCN(Cc3ccc(Oc4ccccc4)cc3)CC2)c2ccc(F)cc2)n1 (stereo not given)
45. CCCCn1c(CN2CCN(c3cccc(Cl)c3)CC2)nc2c1c(=O)[nH]c(=O)n2C
46. CCOC(=O)c1ccc(NC(=O)N2CC(C)OC(C)C2)cc1 (stereo not given)
47. CC(C)COc1nc2ccccc2c(=O)n1OCC(=O)O
48. CCOC(=O)c1c(NC(=O)CSc2cn(CCNC(=O)c3c(F)cccc3F)c3ccccc23)sc2c1CCC2
49. COc1cc2c(cc1OC)CN(C(=O)/C=C/c1ccccc1[N+](=O)[O-])CC2

screen / no.	41	42	43	44	45	46	47	48	49
TDP-43 yeast inh	15%	0%	-2%	-1%	-11%	-6%	7%	8%	?
KB-3-1 cytotox	12%	24%	0%	-1%	?	5%	0%	3%	?
HT1080 IDH1KD tx	-6%	0%	8%	29%	3.5µM*	-2%	0%	/	?
KB-V1 MDR tox	-23%	?	?	-12%	0%	?	0%	3%	-30%
HT1080NT lethal	-7%	-1%	0%	28%	5µM*	7%	5%	/	?
SW480 rerep	4%	-7%	-1%	/	5.8µM*	-5%	?	/	16µM*
GLP1R inv ag	?	14%	0%	-12%	?	0%	14%	-6%	-1%
GLP1R cytotox	15%	1%	-9%	-4%	-24%	-29%	2%	2%	-17%
GLP1R ag	4%	-2%	-26%	3%	27%	7%	5%	0%	34%

# High-throughput results as filed in PubChem.
